Compound activity (PubChem BioAssay)
IMP-1 inhibitor = blocks Pseudomonas aeruginosa IMP-1 metallo-beta-lactamase. purified IMP-1, nitrocefin hydrolysis, epi-absorbance fluorescence. inhibition, % at 5.6 µM. hit rate 0.45% among 290,000. AID 1556;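 active = inhibition above the mean plus 3 SD of all compounds in the same screening run, cut at about 4.5% in these data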;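 also: 0% = IMP-1 with DMSO and 100% = DMSO wells lacking enzyme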
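System: Purified recombinant IMP-1 metallo-beta-lactamase enzyme | Measured by: Fluorescence quenching readout, ex 480/em 530 nm | Replication: Singlicate | Incubation: 15 min preincubation plus 25 min reaction at 25 °C | Evaluation: Percent inhibition from optical density relative to buffer-blank wells | Benchmarks: DMSO with and without IMP-1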
p-CIP stab down = p/CIP protein destabilization | Q05BA5 | F442A p/CIP-EGFP cells, EGFP fluorescence, 16 h | decrease of EGFP signal, % at 10 µM | hit rate 0.01% among 290,000 | AID 1984;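 active = EGFP signal decrease of at least 30% at 10 µM or well 3 SD below plate mean, unless failing retest; inactive = the rest, including hits failing retest or dose response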; also: some compounds called inactive have numbers as strong as hits; many of its hits are not listed in these tables
IDE cell inh = inhibits human insulin-degrading enzyme in HEK cells; FAbetaB cleavage, fluorescence polarization; hit rate 0.41% among 320,000; inhibition, % at 5.59 µM; AID 434962; P14735;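 active = percent inhibition above the average of all tested compounds plus 3 SD, set per screening campaign, cut at about 16% in these data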;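 also: IDE supplied by intact live HEK cells; FP after avidin binding of uncleaved biotin substrate so inhibition keeps polarization high; 0% = DMSO wells and 100% = 60 µM reference IDE inhibitor Ii1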
HCV NS3 hel inh = inhibitors of Hepatitis C virus NS3 helicase; NS3 helicase DNA unwinding, Cy5 molecular beacon fluorescence; inhibition, % at 10.9 µM; hit rate 0.56% among 290,000; AID 1800;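 active = inhibition above the mean of all tested compounds plus 3 SD, set per campaign, cut at about 35% in these data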;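 also: 0% = DMSO wells and 100% = thioflavine S control wells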
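System: Hepatitis C virus NS3 helicase domain fragment enzyme | Reagent: Annealed dual-labelled DNA beacon duplex, ATP-started | Compound dosing: 10.9 µM single point, 0.8% DMSO | Incubation: 1 h reaction at 25 °C, ATP-initiated | Technique: Cy5 fluorescence | Evaluation: Percent inhibition from t60/t0 fluorescence ratio | Benchmarks: Low DMSO, high thioflavine S at 110 µM | Replication: Singlicate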
GalR3 antag = human GalR3 antagonism. O60755. HEK293 GalR3-CNG cAMP membrane potential fluorescence; galR3 body fused to GalR1 C-terminus. inhibition, % at 3 µM. hit rate 0.44% among 360,000;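 active = inhibition above the screen-wide average plus 3 SD, cut at about 13% in these data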;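 also: forskolin and galanin both at EC90 stimulate the cells; cAMP rise reported by CNG channel membrane potential dye signal; 0% = forskolin plus galanin with DMSO and 100% = forskolin alone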
Target sequence (O60755 1-299 limits assumed): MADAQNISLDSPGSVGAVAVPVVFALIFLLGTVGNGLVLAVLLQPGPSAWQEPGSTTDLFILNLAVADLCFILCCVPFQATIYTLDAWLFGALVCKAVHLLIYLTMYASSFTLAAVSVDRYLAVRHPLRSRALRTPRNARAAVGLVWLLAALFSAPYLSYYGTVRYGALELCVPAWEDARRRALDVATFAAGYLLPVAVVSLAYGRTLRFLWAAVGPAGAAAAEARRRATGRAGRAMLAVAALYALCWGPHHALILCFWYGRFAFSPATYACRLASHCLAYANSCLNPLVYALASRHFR
SUMO HTRF inh = inhibitors of human SUMOylation (UBC9); P63279; HTRF SUMOylation assay, SAE1/SAE2 + UBC9, in vitro; inhibition, % at 35 µM; hit rate 0.36% among 290,000; in the data active = inhibition above about 50%, passing the limit was not always enough; also: strong numbers were not always called active
Target sequence (P63279 whole entry, looked up): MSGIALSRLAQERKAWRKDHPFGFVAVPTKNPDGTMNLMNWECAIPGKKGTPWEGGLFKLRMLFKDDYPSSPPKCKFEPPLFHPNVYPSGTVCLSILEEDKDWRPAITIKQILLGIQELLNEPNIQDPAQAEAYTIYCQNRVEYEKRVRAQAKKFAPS
VIM-2 inhibitor = inhibitors of Pseudomonas aeruginosa VIM-2 metallo-beta-lactamase | inhibition, % at 5.6 µM | hit rate 0.89% among 290,000 | AID 1527 | purified VIM-2, nitrocefin hydrolysis, epi-absorbance fluorescence;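 active = inhibition above the mean of all tested compounds plus 3 SD, cutoff set per screening run, cut at about 7.5% in these data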;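 also: red hydrolysis product quenches plate fluorescence so inhibitors raise well fluorescence; 0% = enzyme with DMSO and 100% = DMSO without enzyme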
IDE act = activators of human insulin-degrading enzyme in cells; P14735; HEK cells, FAbeta-B cleavage, fluorescence polarization; 0% vehicle, 100% cell-free pure enzyme wells; activation, % at 5.96 µM; hit rate 0.073% among 340,000;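 active = activation above the mean of all tested compounds plus 3 SD, set per screening campaign, cut at about 17% in these data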
CRFBP-R2 block = antagonists of CRF-binding protein/CRF-R2 receptor complex; HEK293 CRF-R2/CRF-BP, CRF-induced calcium fluorescence; inhibition, % at 11.8 µM; hit rate 0.59% among 350,000; AID 588475;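 active = inhibition of the ligand-induced calcium signal above about 50% at the single tested concentration, limit read from the data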
* hit, by the source's call; . = no result given.

A first look:
IMP-1 inhibitor	p-CIP stab down	IDE cell inh	HCV NS3 hel inh	GalR3 antag	SUMO HTRF inh	VIM-2 inhibitor	IDE act	CRFBP-R2 block	structure
.	.	5	.	2	.	.	-4	-6	Cc1ccc(Cn2c(C(CO)Nc3nc(-c4ccc(F)cc4)cs3)nc3ccccc32)cc1 (stereo unspecified)
.	15	1	.	-2	-11	.	5	-3	CCCNc1nc(-c2cc(-c3ccc(Cl)cc3)on2)cc(C(C)C)n1
-2.5	-2	-1	11	2	6	1.7	4	13	CSc1sc(C(=O)O)c(C)c1C(C)=O
-3.1	7	3	25	-8	11	0.2	3	-4	COc1ccc(NS(=O)(=O)c2cccc(C(=O)Nc3ccccc3C(=O)O)c2)cc1
-3.4	12	8	19	-12	-12	-1.9	-12	12	CCOc1ccccc1/C=N/n1c(C2CCCCC2)n[nH]c1=S
-0.6	-7	-1	-1	1	-8	-0.9	1	13	CC(=O)Nc1cccc(NC(=O)Cc2ccc3ccccc3c2)c1
-0.2	6	1	-33	-6	1	0.1	-1	-22	Cc1cc(C)c(S(=O)(=O)NCC(c2cccnc2)N2CCN(Cc3ccccc3)CC2)c(C)c1 (stereo unspecified)
-1.7	-5	0	-52	6	2	2.1	-3	-2	CCCN(CCC)CCCNC(=O)c1cn(CC)c2ccc(S(=O)(=O)N3CCc4ccccc4C3)cc2c1=O
-4.6	1	4	-16	-2	9	-3.0	-2	3	COc1ccc(S(=O)(=O)NCC(c2cccnc2)N2CCN(Cc3ccccc3)CC2)cc1 (stereo unspecified)

Main list, previewed entries included:
IMP-1 inhibitor	p-CIP stab down	IDE cell inh	HCV NS3 hel inh	GalR3 antag	SUMO HTRF inh	VIM-2 inhibitor	IDE act	CRFBP-R2 block	structure
.	.	5	.	2	.	.	-4	-6	Cc1ccc(Cn2c(C(CO)Nc3nc(-c4ccc(F)cc4)cs3)nc3ccccc32)cc1 (stereo unspecified)
.	15	1	.	-2	-11	.	5	-3	CCCNc1nc(-c2cc(-c3ccc(Cl)cc3)on2)cc(C(C)C)n1
-2.5	-2	-1	11	2	6	1.7	4	13	CSc1sc(C(=O)O)c(C)c1C(C)=O
-3.1	7	3	25	-8	11	0.2	3	-4	COc1ccc(NS(=O)(=O)c2cccc(C(=O)Nc3ccccc3C(=O)O)c2)cc1
-3.4	12	8	19	-12	-12	-1.9	-12	12	CCOc1ccccc1/C=N/n1c(C2CCCCC2)n[nH]c1=S
-0.6	-7	-1	-1	1	-8	-0.9	1	13	CC(=O)Nc1cccc(NC(=O)Cc2ccc3ccccc3c2)c1
-0.2	6	1	-33	-6	1	0.1	-1	-22	Cc1cc(C)c(S(=O)(=O)NCC(c2cccnc2)N2CCN(Cc3ccccc3)CC2)c(C)c1 (stereo unspecified)
-1.7	-5	0	-52	6	2	2.1	-3	-2	CCCN(CCC)CCCNC(=O)c1cn(CC)c2ccc(S(=O)(=O)N3CCc4ccccc4C3)cc2c1=O
-4.6	1	4	-16	-2	9	-3.0	-2	3	COc1ccc(S(=O)(=O)NCC(c2cccnc2)N2CCN(Cc3ccccc3)CC2)cc1 (stereo unspecified)
0.9	-10	1	2	-4	22	-3.4	4	13	Cc1ccc(Cc2cncc(O)c2)cc1S(=O)(=O)O
-0.8	2	-4	3	-8	12	-1.4	3	16	CCOc1ccc(N2CC(C(=O)NCCc3ccc(S(N)(=O)=O)cc3)CC2=O)cc1 (stereo unspecified)
-2.4	-15	2	2	-6	9	-3.0	6	5	Cc1ccccc1C(N)c1ccncc1 (stereo unspecified)
-3.1	-6	-2	-4	2	-11	-3.2	7	-15	O=C1c2ccccc2C(=O)N1Cc1ccccn1
-3.9	-2	-2	2	1	10	-3.4	6	16	COc1ccc(C(=O)N2CC(=O)N(CCc3ccccc3)C(=O)C2)cc1OC
-3.3	-20	.	-1	0	-4	-1.3	7	36	CS(=O)(=O)c1ccc(C(=O)OCc2nnc(-c3ccccc3)o2)cc1[N+](=O)[O-]
-0.9	-2	5	-5	-7	-5	-3.2	-1	-3	CC(=O)c1ccccc1C(=O)N1CCCC(CNC(=O)c2ccccc2Cl)C1 (stereo unspecified)
-5.3	-3	.	1	1	2	-2.7	1	-29	CCCn1ncc(CN2CCC(n3nccc3NC(=O)c3ccccc3OC)CC2)c1C
-3.3	4	-3	-4	-1	-12	-0.7	1	-41	CCn1cnc2cc(NCc3ccc(OC)cc3)ccc21
.	.	-3	.	-4	.	.	2	3	O=c1[nH]ccc2c(O)cccc12
-2.2	7	.	0	2	37	0.1	2	-27	COc1cc2c(cc1OC)-c1cc(OCc3cccnc3)nc(=O)n1CC2
-1.7	-4	1	11	1	28	-0.9	-2	-3	CC1=C(C#N)C(c2cccnc2)C2=C(CCCC2=O)N1 (stereo unspecified)
-3.3	-17	1	-2	-4	41	-1.5	-10	11	O=C(CSc1ccc2nnc(-c3cccc(F)c3)n2n1)NCC1CCCO1 (stereo unspecified)
-2.1	1	-1	-5	-3	12	-3.0	6	6	Cc1nc2ccc(NC(=O)Cc3ccc4c(c3)OCCO4)cc2s1
-1.1	-16	-2	7	-3	6	-2.5	9	-6	OCCN1CCN(C(=S)c2ccc(Cl)cc2)CC1
4.9*	-12	4	27	-4	19	2.5	.	-2	CC(C)(O)c1[nH]c2ccc(C#N)cc2c1C(C)(C)O
.	.	3	.	-3	.	.	6	0	COc1ccc(O)c(-c2nc(N)nc(N)n2)c1
-1.9	-5	-6	-2	-1	10	-1.0	3	3	CCC(=O)N1CCCc2cc(S(=O)(=O)N3CCN(c4ccccn4)CC3)ccc21
-0.5	-3	-5	2	-5	23	1.0	2	-14	Cc1ccc(-n2c(-c3ccco3)nc3nc4ccccc4nc32)cc1F
-1.8	-19	0	2	-10	26	1.7	0	0	O=C1S/C(=C\c2cccs2)C(=O)N1c1ccc(O)cc1
-0.7	-14	0	9	0	5	2.4	.	.	COC(=O)Cn1c(=NC(=O)c2nc3ccccc3s2)sc2cc(S(C)(=O)=O)ccc21
-3.8	-17	0	9	3	16	-4.5	-13	-10	CCc1ccc(-n2c(Cc3ccccc3)n[nH]c2=S)cc1
-0.5	-8	-1	-8	-3	6	1.7	-3	7	Cc1cc(C)n(-c2c(F)c(F)c(CN3CCCCC3)c(F)c2F)n1
-0.9	0	-7	7	-3	13	-1.2	0	-15	N#Cc1ccsc1NC(=O)CCS(=O)(=O)c1ccccc1
-1.9	-4	2	4	-2	7	-2.2	-6	19	COc1cc2cc(C(=O)N/N=C/c3ccc(F)cc3)[nH]c2cc1OC
-2.6	-10	.	-8	.	16	1.2	.	.	COC(=O)c1c(NC(=O)c2c(C)noc2C)sc2c1CCCCCC2
-3.5	-6	1	0	-2	-7	-3.6	2	-8	CCOc1ccc(C2C3=C(CCCC3=O)Nc3nc(C(F)(F)F)nn32)cc1OC (stereo unspecified)
.	.	0	.	-3	.	.	3	-29	O=C(Cc1ccccc1F)Nc1cc(S(=O)(=O)N2CCCC2)ccc1Cl
.	.	1	.	-1	.	.	6	2	CC(C)CN(C(=O)c1cc(=O)[nH]c2ccccc12)c1c(N)n(Cc2ccccc2)c(=O)[nH]c1=O
-3.5	0	1	-4	0	7	-3.4	0	-10	O=C(c1cccs1)N1CCCN(c2ncnc3scc(-c4ccccc4)c23)CC1
-3.9	-7	-4	-3	-12	12	-3.6	0	8	CS(=O)(=O)c1ccc2nc(NC(=O)CN3CCCCCC3)sc2c1
-1.9	12	-1	2	-3	16	-2.4	-4	-5	COC(=O)c1cc(Br)c(=O)n(-c2cc(C)on2)c1
-0.5	-15	0	-4	0	-2	-3.4	-1	-2	O=C(/C=C/c1ccc(Cl)cc1Cl)N1CCN(c2ccc([N+](=O)[O-])c(N3CCOCC3)c2)CC1
-0.9	-4	-1	2	-6	-4	0.6	1	-1	Cc1cc(C)cc(OCCn2nnc3ccccc32)c1
-5.8	-3	1	-8	-7	31	11*	-2	8	CSc1nc2nccc(-c3ccc4c(c3)OCO4)n2n1
0.6	-8	10	6	-2	13	1.8	1	3	O=C(CC1COc2ccccc2O1)NCc1ccccc1 (stereo unspecified)
-1.5	-12	-1	-1	-5	11	0.0	6	23	CC(C)C(c1nnnn1C1CCCCC1)N1CCc2ccccc21 (stereo unspecified)
-1.4	3	0	2	-3	-14	-3.7	3	48	CSc1ccccc1COC(=O)Nc1ccccc1C
-0.5	-12	4	-5	-3	11	2.9	3	-83	COC(=O)c1c(C)[nH]c(O)c1C=Nc1ccc(Oc2ccccc2)cc1
-0.3	-12	2	4	2	0	1.4	5	3	COc1ccc(C(=O)OCC(=O)Nc2cc(C)c(C)cc2[N+](=O)[O-])cc1
-4.8	4	2	-2	-10	-32	-2.5	3	10	COc1ccc(-c2[nH]ncc2/C=N/NC(=O)c2cc(Br)ccc2O)c(OC)c1
-0.8	-6	3	-1	-3	6	-0.4	-1	-1	Cc1ccc(Cl)cc1N1CCN(Cc2nc3c(c(=O)[nH]c(=O)n3C)n2CCc2ccccc2)CC1
-3.2	-17	5	-2	-5	20	-1.4	5	-10	COc1ccc(C(C(=O)Nc2ccc(F)cc2)N(C(=O)Cn2nnc3ccccc32)C2CC2)cc1 (stereo unspecified)
0.1	-10	-1	9	3	11	-0.2	5	3	CN(C)CCN1C(=O)C(=O)/C(=C(/O)c2ccc(S(=O)(=O)N3CCOCC3)cc2)C1c1ccc(F)cc1 (stereo unspecified)
-1.0	-1	2	10	-1	3	-1.0	2	20	CCOc1cccc(N2C(=O)CC(N(CCc3ccc(OC)c(OC)c3)C(=O)CC)C2=O)c1 (stereo unspecified)
-2.4	5	.	-18	-4	-32	-0.9	.	.	Cc1[nH]c2ccccc2c1/C=N/Nc1ccccn1
-3.3	-17	2	-22	-7	23	-4.6	-1	7	CCn1nc(C)c(CNC(=O)CC2C(=O)NCCN2CC(C)(C)C)c1C (stereo unspecified)
.	.	1	.	-1	.	.	1	-11	COC(=O)[C@]1(C)N[C@H](CN(C)S(=O)(=O)c2ccc(OC(F)(F)F)cc2)[C@@H]2C(=O)N(Cc3ccccc3)C(=O)[C@@H]21
-1.0	3	4	-7	3	0	-2.7	1	16	CC(=O)c1cccc(OCc2cc(C(=O)N(C)C(C)c3ccccn3)no2)c1 (stereo unspecified)
